ERK AVP inh – qHTS Assay for Inhibitors of the ERK Signaling Pathway using a Homogeneous Screening Assay | HEK293-V1b, vasopressin-stimulated pERK AlphaScreen | Potency, µM (highest dose often 57.5 µM), inactives show top-dose activity, negative = inhibition, most hits filed as inhibitors | 72,000 compounds, 0.99% hits | AID 995, 2007; also: potency is read from the fitted curve at half-maximal effect; % is scaled to controls: 0 for no effect and ±100 for the full control effect; nearly all actives have a fitted effect of over 55% in size
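Phosphorylated ERK1/2 detected via AlphaScreen bead proximity in lysates of V1b-expressing HEK293 cells given 25 nM vasopressin for 5 min after 30 min compound exposure (37 °C). AC50 from Hill equation; basal DMSO 0%, vasopressin 100%.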
Fluorescein fluor – qHTS Assay for Spectroscopic Profiling in Fluorescein Spectral Region; AID 593, 2007; max fluorescein-equivalent concentration, M; Compound autofluorescence, 480/540 nm, fluorescein-equivalent; active compounds read high; 59,000 compounds, 0.91% hits; in the data active = max fluorescein-equivalent concentration above about 10 nM; inconclusive = between about 1.1 nM and that limit
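Normalized response (dye-equivalent concentration) derives from comparing each well's 540 nm emission, under 480 nm excitation, with plate-resident fluorescein standards. Compounds were held in 100 mM Tris, pH 8.0, for 15 min at room temperature.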
Casp7 inh – qHTS Assay for Allosteric/Competitive Inhibitors of Caspase-7; 75,000 compounds, 0.02% hits; recombinant caspase-7, Ac-DEVD-AFC fluorescence rate; AID 889, 2007; Potency, µM (top dose mostly 57.5 µM), without a hit: top-dose activity change, negative = inhibition, actives largely listed as inhibitors; active = well fitted inhibition curve with a large enough effect in the main read-out, with a control signal flat, not every such curve was filed as active; inconclusive = small, poorly fitted or top-dose-only effect, or a change in a side signal; also: potency is read from the fitted curve at half-maximal effect; % of control where 0% means no effect
Target sequence (P55210 24-198 limits assumed): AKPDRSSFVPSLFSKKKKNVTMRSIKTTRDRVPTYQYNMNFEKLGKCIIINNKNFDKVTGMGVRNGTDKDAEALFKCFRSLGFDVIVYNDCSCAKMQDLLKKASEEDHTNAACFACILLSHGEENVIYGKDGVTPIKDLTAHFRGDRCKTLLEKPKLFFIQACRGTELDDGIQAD
Target sequence (P55210 207-303 limits assumed): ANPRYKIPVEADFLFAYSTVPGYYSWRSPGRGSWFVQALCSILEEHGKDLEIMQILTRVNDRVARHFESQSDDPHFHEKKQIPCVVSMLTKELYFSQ
Tau filament bind – qHTS Assay for Tau Filament Binding | Potency, µM (titrated, usually from 57.1 µM), for the others: at the top dose activity change, negative = inhibition | recombinant tau filaments, thioflavin S fluorescence, 15 h; filaments grown with octadecylsulfate alongside compound | 71,000 compounds, 2% hits | AID 596, 2007;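 also: potency is read from the fitted curve at half-maximal effect; % is scaled to controls: 0 for no effect and ±100 for the full control effect; actives lower thioflavin S fluorescence by blocking filaments or displacing dye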
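Tau 2 uM in ThS buffer dispensed; compound added; 60 uM ODS added (finals 1 uM tau, 30 uM ODS); 15 h 37 C; fluor ex450/em510.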
HEK293 cAMP ctrl – qHTS Assay for Agonists of the Thyroid Stimulating Hormone Receptor: Activators of Intracellular cAMP Concentrations in Parental HEK 293; Potency, µM (series often up to 57.1 µM), inactives show at the highest dose activation, actives largely listed as activators; 73,000 compounds, 2.5% hits; parental HEK293 CNG cAMP sensor, membrane potential fluorescence; also: potency is read from the fitted curve at half-maximal effect; % of control where 0% means no effect; nearly all actives have a fitted effect of over 55% in size
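Counterscreen for endogenous-receptor signalling: CNG-channel HEK 293 cells report cAMP rise by membrane depolarization. After 60 min dye equilibration with 100 uM RO 20-1724, compounds incubated 30 min before bottom-read fluorescence at 590 nm.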
HADH2 inh – qHTS Assay for Inhibitors of HADH2 (Hydroxyacyl-Coenzyme A Dehydrogenase, Type II) | 3-hydroxyacyl-CoA dehydrogenase type-2 (Homo sapiens), Q99714 | recombinant HADH2, NADH fluorescence, beta-hydroxybutyryl-CoA | Potency, µM (series often up to 57.1 µM), inactives show at the highest dose activity change, negative = inhibition, actives largely listed as inhibitors | 73,000 compounds, 3.4% hits | AID 886, 2007; also: potency is read from the fitted curve at half-maximal effect; % is scaled to controls: 0 for no effect and ±100 for the full control effect; nearly all actives have a fitted effect of over 60% in size; many of its hits are not listed in these tables
Target sequence (Q99714 whole entry, looked up, one chain of several): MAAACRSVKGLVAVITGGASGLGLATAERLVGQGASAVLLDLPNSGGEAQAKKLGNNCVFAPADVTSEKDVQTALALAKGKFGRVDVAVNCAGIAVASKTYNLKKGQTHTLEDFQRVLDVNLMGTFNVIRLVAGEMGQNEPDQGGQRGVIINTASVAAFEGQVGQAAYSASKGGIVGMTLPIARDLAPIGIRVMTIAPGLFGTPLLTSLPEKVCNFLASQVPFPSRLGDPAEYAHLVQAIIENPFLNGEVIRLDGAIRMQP
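NADH fluorescence (ex 360/em 450 nm) read every 30 s for 4 min; activity taken as last-minus-first time point difference. Enzyme 20 nM, NAD+ 1 mM, beta-hydroxybutyryl-CoA 90 uM, pH 9.0 Tris buffer.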
USP2a inh – qHTS Assay for Inhibitors of Ubiquitin-specific Protease USP2a. USP2a enzymatic assay, qHTS inhibition. Potency, µM (highest dose often 38.3 µM), without a hit: top-dose activity change, negative = inhibition, usual class: inhibitors. 60,000 compounds, 0.1% hits. AID 927, 2007;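 also: potency is read from the fitted curve at half-maximal effect; nearly all actives have a fitted effect of over 60% in size; plate controls were DMSO for no effect and NEM full inhibition control for full effect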
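USP2 core (20nM final) preincubated 30 min RT with compound, then Ub-PLA2 20nM and NBD C6-HPC 20uM final added; buffer 20mM Tris-HCl pH 8.0, 2mM CaCl2. Fluorescence Ex 460/Em 535 read at 0 and 2.5 h; normalized to NEM.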
Texas Red fluor – qHTS Assay for Spectroscopic Profiling in Texas Red Spectral Region; max dye-equivalent concentration, M; 59,000 compounds, 0.06% hits; Compound fluorescence, Texas Red channel, 547/618 nm; active compounds read high; in the data active = max dye-equivalent concentration above about 10 nM; inconclusive = between about 1.1 nM and that limit
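qHTS profiling of intrinsic compound fluorescence; 100 mM Tris pH 8.0; 15 min RT; ex 547 / em 618 nm; response expressed as Texas Red dye-equivalent concentration from six-point plate standard.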
Caspase-1 inhib – qHTS Assay for Allosteric/Competitive Inhibitors of Caspase-1; Caspase-1 enzyme, Ac-WEHD-AFC fluorogenic rate; Potency, µM (series often up to 57.5 µM), for the others: at the highest dose activity change, negative = inhibition, actives largely listed as inhibitors; 75,000 compounds, 0.03% hits; AID 900, 2007;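 also: potency is read from the fitted curve at half-maximal effect; plate controls were vehicle for no effect and no substrate for full effect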
Target sequence (P29466 120-297 limits assumed): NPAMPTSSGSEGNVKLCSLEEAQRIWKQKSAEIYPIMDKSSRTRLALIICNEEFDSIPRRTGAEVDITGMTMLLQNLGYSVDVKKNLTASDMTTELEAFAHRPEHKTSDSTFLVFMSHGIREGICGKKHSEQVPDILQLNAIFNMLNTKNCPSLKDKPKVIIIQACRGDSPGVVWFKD
Target sequence (P29466 317-404 limits assumed): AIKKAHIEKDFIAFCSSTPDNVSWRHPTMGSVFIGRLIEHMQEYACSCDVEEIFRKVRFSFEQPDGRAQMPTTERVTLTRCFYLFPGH
Rhodamine autofl – qHTS Assay for Spectroscopic Profiling in Rhodamine Spectral Region | Rhodamine-region fluorescence, 547/598 nm, Tris buffer; active compounds read high | max dye-equivalent concentration, M | 59,000 compounds, 0.05% hits; in the data active = max dye-equivalent concentration above about 11 nM; inconclusive = between about 1.1 nM and that limit
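Steps: pin-transfer compounds into pH 8.0 Tris (100 mM), hold 15 min at room temperature, image with a 547/598 nm filter pair, and convert intensities to rhodamine-equivalent concentration using a six-point on-plate rhodamine series.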
FLuc inh – qHTS Assay for Inhibitors of Firefly Luciferase; Luciferin 4-monooxygenase (Photinus pyralis), P08659; purified firefly luciferase, luminescence, 8 min; Potency, µM (doses to about 57.1 µM), without a hit: at the top dose activity change, negative = inhibition, usual class: inhibitors; 72,000 compounds, 2.2% hits; also: potency is read from the fitted curve at half-maximal effect; % is scaled to controls: 0 for no effect and ±100 for the full control effect; nearly all actives have a fitted effect of over 40% in size
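Firefly luciferase (PKLight detection mix) with 10 uM ATP in pH 7.2 imidazole buffer (KCl, MgCl2, Tween 20, BSA). Compounds tested across a concentration series (qHTS). Luminescence read after 8 min at ambient temperature.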
An asterisk follows results filed as active; i = inactive; ? = inconclusive; / = not tested or not shown; [ ] = dose if it differs, or a comment. Unless noted, calls follow the shape of the dose curve; as a rule, active = well fitted curve in the direction sought with a large enough effect; inconclusive = small, poorly fitted or top-dose-only effect, or another doubt; inactive = no such curve, though single readings can be large; an effect the other way counts as inactive or inconclusive.

SMILES	ERK AVP inh	Fluorescein fluor	Casp7 inh	Tau filament bind	HEK293 cAMP ctrl	HADH2 inh	USP2a inh	Texas Red fluor	Caspase-1 inhib	Rhodamine autofl	FLuc inh
O=c1nc(N2CCCC2)nc(Nc2ccccc2)[nH]1	-1%	i	0%	5%	16%	-9%	3%	i	2%	i	-4%
Cc1cccc2c1nc(-c1ccccc1)n1cnnc21	-8%	i	1%	18%	?	9%	/	i	1%	i	1%
OCC1OC(n2nc3ccccc3n2)C(O)C(O)C1O (configuration not stated)	-20%	i	1%	2%	-3%	-13%	-3%	i	1%	i	4%
Cc1cc(-n2c(C)cc(C(=O)COc3ccc4ccc(=O)oc4c3)c2C)no1	-29%	i	-13%	-5%	6%	128%[activator]	50%[activator]	?	-9%	i	-15%
COCCOC(=O)c1[nH]c2c(c1C)C(=O)CC(c1ccccc1)C2 (configuration not stated)	23%	?	0%	-1%	-3%	8%	2%	i	1%	i	1%
O=C1CCC(=O)N1CNc1ccc(Oc2ccccc2)cc1	-23%	i	-1%	-10%	-1%	0%	0%	i	1%	i	2%
CCOC(=O)Nc1ccc(Oc2ccccc2)cc1	1%	i	0%	7%	-2%	-2%	-10%	?	-8%	i	-29%
CCN(CC)CCCNc1nc2ccccc2[nH]1	/	/	1%	36%	?	-4%	/	/	-2%	/	2%
O=C(CSc1nnnn1-c1ccc2c(c1)OCCO2)c1cccc2c1OCCO2	-18%	i	1%	?	22%	-2%	37%[activator]	i	0%	i	-4%
COC(=O)CSc1nnc(CNC(=O)c2ccco2)n1-c1ccc(F)cc1	-2%	i	0%	-2%	1%	7%	3%	i	-2%	i	-2%
CC(=O)c1c(C)[nH]c(C(=O)OCc2nnc(-c3ccccc3)o2)c1C	25µM*	i	0%	353%	5%	29%	36%[activator]	i	-3%	i	-15%
CCOC(=O)c1ccc(NC(=O)c2nccnc2C(=O)O)cc1	/	/	0%	-1%	-3%	-7%	/	/	1%	/	-10%
NC(=O)Cn1c(=O)n(CCCC(=O)NC2CCN(Cc3ccccc3)CC2)c(=O)c2ccccc21	-5%	i	1%	-2%	5%	10%	8%	i	1%	i	-1%
Cc1ccc(O)c(C(=O)c2cc(C#N)c(=O)n(CC3CCCO3)c2)c1 (configuration not stated)	-21%	i	-9%	3%	17%	27%	12%	i	-14%	i	-3%
Cc1ccc(S(=O)(=O)c2nc(S(C)(=O)=O)sc2N(C)C)cc1	-25%	/	-1%	6%[11.4 µM]	7%[11.4 µM]	-18%[11.4 µM]	2%[7.66 µM]	/	-2%	/	1%

In another format: entries from further up.
SMILES | ERK AVP inh | Fluorescein fluor | Casp7 inh | Tau filament bind | HEK293 cAMP ctrl | HADH2 inh | USP2a inh | Texas Red fluor | Caspase-1 inhib | Rhodamine autofl | FLuc inh
CC(=O)c1c(C)[nH]c(C(=O)OCc2nnc(-c3ccccc3)o2)c1C | 25µM* | i | 0% | 353% | 5% | 29% | 36%[activator] | i | -3% | i | -15%
CCOC(=O)c1ccc(NC(=O)c2nccnc2C(=O)O)cc1 | / | / | 0% | -1% | -3% | -7% | / | / | 1% | / | -10%
NC(=O)Cn1c(=O)n(CCCC(=O)NC2CCN(Cc3ccccc3)CC2)c(=O)c2ccccc21 | -5% | i | 1% | -2% | 5% | 10% | 8% | i | 1% | i | -1%
Cc1ccc(O)c(C(=O)c2cc(C#N)c(=O)n(CC3CCCO3)c2)c1 (configuration not stated) | -21% | i | -9% | 3% | 17% | 27% | 12% | i | -14% | i | -3%

A run of entries from the list above, for reference:
SMILES	ERK AVP inh	Fluorescein fluor	Casp7 inh	Tau filament bind	HEK293 cAMP ctrl	HADH2 inh	USP2a inh	Texas Red fluor	Caspase-1 inhib	Rhodamine autofl	FLuc inh
Cc1ccc(O)c(C(=O)c2cc(C#N)c(=O)n(CC3CCCO3)c2)c1 (configuration not stated)	-21%	i	-9%	3%	17%	27%	12%	i	-14%	i	-3%
Cc1ccc(S(=O)(=O)c2nc(S(C)(=O)=O)sc2N(C)C)cc1	-25%	/	-1%	6%[11.4 µM]	7%[11.4 µM]	-18%[11.4 µM]	2%[7.66 µM]	/	-2%	/	1%

Next part:
SMILES	ERK AVP inh	Fluorescein fluor	Casp7 inh	Tau filament bind	HEK293 cAMP ctrl	HADH2 inh	USP2a inh	Texas Red fluor	Caspase-1 inhib	Rhodamine autofl	FLuc inh
CN(C)c1nc(SCCOC(=O)c2ccccc2)nc(N(C)C)n1	59%[activator]	i	-4%	6%	?	0%	-9%	i	-2%	i	1%
S=c1[nH]nc(-c2ccccc2)n1CC1CCCO1 (configuration not stated)	0%	i	-3%	12%	2%	-18%	-2%	i	-1%	i	0%
O=C(c1ccco1)N1CCN(C(=O)c2cc3c(s2)-c2ccccc2OC3)CC1	-24%	/	?	25%	3%	32µM*	/	/	?	/	-1%
CC1CCc2sc3ncnc(N4CCOCC4)c3c2C1 (configuration not stated)	-23%	i	2%	8%	8%	8%	-10%	i	-2%	i	1%
C#CCN(C#N)c1nc(NCC)nc(NC(C)C)n1	-1%	i	1%	2%	5%	1%	1%	i	0%	i	0%
Brc1ccccc1-c1nnc(CSc2nncn2-c2ccccc2)o1	11%	i	-8%	-15%	0%	1%	24%	i	1%	i	3%
CC(C)c1nnc(NC(=O)Cn2nc(-c3ccc4c(c3)OCCO4)ccc2=O)s1	-6%	i	3%	1%	-9%	34%[activator]	0%	i	0%	i	0%
O=C(O)CCN1CCc2ccccc21	-4%	i	-3%	4%	3%	-23%	-5%	i	-1%	i	-2%
COC(=O)C1=C(C)N(c2cccc3ccccc23)C(=O)C1	0%	i	-6%	?	10%	-11%	0%	i	-2%	i	2%
COc1ccc(NC(=O)C(C)NS(=O)(=O)c2ccccc2)cc1Cl (configuration not stated)	-19%	i	0%	15%	-3%	-5%	0%	i	-2%	i	-3%
O=S(=O)(Nc1ccc2c(c1)nc1n2CCOC1)c1ccc(Cl)cc1	?	?	-5%	-3%	-1%	-5%	21%	i	-1%	i	-2%
CCOC(=O)c1c(CN2CCCCC2C)oc2ccc(OC)cc12 (configuration not stated)	?	?	-1%	-5%	?	-10%	5%	i	2%	i	3%
C=CCn1c(=O)c2c3c(sc2n2c(Nc4ccc(OC)cc4)nnc12)CCCC3	?	i	-4%	31%	9%	7%	35%[activator]	i	-4%	i	0%
Cc1ccnc(N2C(=O)OC(C)(C)C2(C)O)c1 (configuration not stated)	3%	i	1%	3%	?	13%	0%	i	1%	i	-2%
COc1ccc2[nH]cc(CCNc3ncncc3-c3ccc(C(=O)N(C)C)cc3)c2c1	-8%	i	-4%	-6%	6%	-27%	37%[activator]	i	-4%	i	2%[2.29 µM]
CCOCC(=O)Nc1ccc(-c2cn3cccnc3n2)cc1	15%	i	-13%	-4%	4%[2.29 µM]	i	-6%	i	-12%	i	-6%
O=C(CCn1c(=O)sc2ccccc21)NCc1ccco1	16%	i	1%	-18%	2%	5%	6%	i	1%	i	-2%
CC1(C)S[C@@H]2[C@H](C(=O)O)N=C(Cc3ccccc3)N2[C@H]1C(=O)O	-4%[11.5 µM]	i	1%[11.5 µM]	6%[11.4 µM]	5%[11.4 µM]	5%[11.4 µM]	/	i	2%[11.5 µM]	i	0%[11.4 µM]
OB(O)c1cc2ccccc2o1	7%	/	-3%	/	19%	?	/	/	4%	/	/
CS(=O)(=O)N(CCc1ccccc1)CC(N)=O	-1%	i	1%	-1%	4%	1%	0%	i	1%	i	2%
COc1ccc(CN2C(=O)CN=C2Nc2cc(C)ccc2C)cc1	-13%	i	-1%	13%	11%	3%	7%	?	0%	i	1%
CC(=O)Nc1ccc(C(=O)OC2CCOC2=O)cc1 (configuration not stated)	-20%	?	-1%	-11%	-34%[inhibitor]	4%	2%	i	3%	i	2%
CCCCOC(=O)Cn1c(=O)c2c(nc3n2CCCCN3c2ccc(C)cc2)n(C)c1=O	?	i	-3%	-13%	?	-13%	-3%	i	-4%	i	3%

Some of the compounds tested (hit frequency here may not be typical).
